Screening results: PubChem, Sanford-Burnham Center for Chemical Genomics
MPTP inh: mitochondrial permeability transition pore inhibitors, primary screen, biochemical, isolated mouse mitochondria, absorbance; Ca2+ swelling absorbance, 30 min; inhibition, % at 10 µM; hit rate 1.4% among 360,000; AID 602449, 2012;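 active means inhibition of 50% or more, scaled per plate between neutral and stimulator controls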;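 further: 0% = DMSO wells given calcium and 100% = 1 mM EGTA wells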
HKDC1 inh: HKDC1 hexokinase inhibitors, primary screen, biochemical, fluorescence, uHTS; Q2TB90; recombinant HKDC1, G6PDH/diaphorase resazurin coupled fluorescence; inhibition, % at 20 µM; hit rate 0.16% among 340,000;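 active means inhibition above about 35% when tested at 20 µM, limit read from the data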;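 further: plate controls were DMSO wells with enzyme for no effect and DMSO wells lacking enzyme for full effect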
Target sequence (Q2TB90 whole entry, looked up): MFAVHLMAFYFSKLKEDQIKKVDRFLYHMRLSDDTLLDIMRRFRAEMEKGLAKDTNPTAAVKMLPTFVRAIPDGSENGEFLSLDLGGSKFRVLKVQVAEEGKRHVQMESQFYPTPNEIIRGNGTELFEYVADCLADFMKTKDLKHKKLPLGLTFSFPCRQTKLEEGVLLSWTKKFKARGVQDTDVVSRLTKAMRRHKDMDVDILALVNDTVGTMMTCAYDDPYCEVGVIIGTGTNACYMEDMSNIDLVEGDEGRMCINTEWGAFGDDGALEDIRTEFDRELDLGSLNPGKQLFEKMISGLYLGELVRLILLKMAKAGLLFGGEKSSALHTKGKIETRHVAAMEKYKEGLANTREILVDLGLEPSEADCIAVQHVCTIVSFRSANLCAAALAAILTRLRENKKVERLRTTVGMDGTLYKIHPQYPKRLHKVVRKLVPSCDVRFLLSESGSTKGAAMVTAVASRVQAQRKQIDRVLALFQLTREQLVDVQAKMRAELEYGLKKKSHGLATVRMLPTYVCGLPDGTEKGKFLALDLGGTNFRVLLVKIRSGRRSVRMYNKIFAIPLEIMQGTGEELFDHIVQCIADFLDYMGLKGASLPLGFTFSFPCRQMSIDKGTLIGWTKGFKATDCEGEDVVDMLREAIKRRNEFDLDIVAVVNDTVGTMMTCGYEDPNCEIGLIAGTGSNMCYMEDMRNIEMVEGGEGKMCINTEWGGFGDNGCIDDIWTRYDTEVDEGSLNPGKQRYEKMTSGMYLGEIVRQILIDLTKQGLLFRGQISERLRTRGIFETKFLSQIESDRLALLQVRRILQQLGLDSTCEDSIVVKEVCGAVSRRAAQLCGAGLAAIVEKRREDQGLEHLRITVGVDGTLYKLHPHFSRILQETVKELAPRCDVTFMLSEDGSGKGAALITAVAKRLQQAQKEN
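Assay system: recombinant HKDC1 hexokinase; detection: coupled resazurin fluorescence, excitation 525 nm, emission 613 nm; benchmarks: DMSO-plus-enzyme-mix negative control, buffer-substituted positive control; compound dosing: single 20 µM dose; schedule: 90 min at room temperature in dark; also added: glucose plus 1 mM ATP as hexokinase substrates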
GRIN3A LBD mod: binders of NR3A ligand-binding domain, primary screen, biophysical, differential scanning fluorimetry, uHTS; NR3A LBD differential scanning fluorimetry, Tm shift; 0% = protein alone, 100% = glycine-bound protein; Tm shift relative to glycine control, % at 25 µM; hit rate 2.5% among 340,000;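 active means melting temperature shift of at least 10% of the positive control shift, at one fixed dose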
ATG4B inh: ATG4B protease inhibitors, primary screen, biochemical, fluorescence, uHTS. Cysteine protease ATG4B (Homo sapiens), Q9Y4P1. ATG4B cleavage of LC3-PLA2, NBD-HPC fluorescence, 1 h. inhibition, % at 8.33 µM. hit rate 0.51% among 340,000. AID 504462, 2011; in the data active means inhibition above about 40%
SENP7 inh: SENP7 protease inhibitors, primary screen, biochemical, luminescence, uHTS | inhibition, % at 5 µM | recombinant SENP7, Z-RLRGG-aminoluciferin luminescence, 40 min | AID 434973, 2010 | hit rate 1.5% among 330,000 | Sentrin-specific protease 7 (Homo sapiens), Q9BQF6;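 active means inhibition above about 50% at the single test dose, limit read from the data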;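 further: plate controls were DMSO with enzyme for no effect and no enzyme buffer wells for full effect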
PfG6PD inh: PfG6PD enzyme inhibitors, primary screen, biochemical, fluorescence intensity, uHTS; glucose-6-phosphate dehydrogenase-6-phosphogluconolactonase (Plasmodium falciparum 3D7); PfGluPho enzyme, NADPH resazurin-diaphorase fluorescence; inhibition, % at 20 µM; hit rate 0.78% among 350,000;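 active means inhibition reaching at least a set limit at 20 µM in the primary screen, cut at about 59% in these data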;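 further: 0% = DMSO wells with substrate and 100% = DMSO wells lacking glucose-6-phosphate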
SENP6 inh: SENP6 protease inhibitors, primary screen, biochemical, luminescence, uHTS; Recombinant SENP6 catalytic domain, aminoluciferin luminescence; Sentrin-specific protease 6 (Homo sapiens), Q9GZR1; hit rate 1.8% among 330,000; inhibition, % at 10 µM;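 active means inhibition above about 50% at the single tested dose, limit read from the data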;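 further: plate controls were DMSO wells with enzyme for no effect and DMSO wells lacking enzyme for full effect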
SENP8 inh: human SENP8 protease inhibitors, primary screen, biochemical, fluorescence, Nedd8 protein substrate, uHTS; recombinant SENP8; inhibition, % at 20 µM; hit rate 0.64% among 360,000; AID 602440, 2012; in the data active means inhibition mostly above about 40%, no sharp cut-off; inactive means mostly below about 27%
Target sequence (Q96LD8 whole entry, looked up): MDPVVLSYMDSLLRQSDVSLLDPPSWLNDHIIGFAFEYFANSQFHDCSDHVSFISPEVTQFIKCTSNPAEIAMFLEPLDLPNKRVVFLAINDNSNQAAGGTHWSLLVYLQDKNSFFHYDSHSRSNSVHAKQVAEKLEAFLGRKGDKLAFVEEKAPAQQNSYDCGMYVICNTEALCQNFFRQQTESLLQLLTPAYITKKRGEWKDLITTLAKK
Starred values were filed as active, the others as inactive; nt = not tested or not shown; & = joins results of further samples.

SMILES	MPTP inh	HKDC1 inh	GRIN3A LBD mod	ATG4B inh	SENP7 inh	PfG6PD inh	SENP6 inh	SENP8 inh
C=CS(=O)(=O)c1sc(Cl)c(N2CCOCC2)c1[N+](=O)[O-]	5.7	16	-2	2	nt	15	nt	35
CC(=O)Nc1ccc(N2C(C(C)=O)=NN(c3ccccc3)C2c2cccs2)cc1 (stereo unspecified)	-0.4	-6	-1	-8	-3	6	-4	29
COC(=O)[C@@]12CCCN1[C@H](c1ccc(-c3ccc(F)cc3)c(OC)c1)[C@H]1C(=O)N(C)C(=O)[C@H]12	0.2	-5	1	-15	3	-15	-12	-15
C/C(=C\c1ccccc1)CN1CCN(C(C)C)C(CCO)C1 (stereo unspecified)	2.3	1	0	-1	3	-12	-6	11
Cc1ccc(CNc2ccc(Cl)cc2[N+](=O)[O-])cc1	3.4	0	2	-2	-10	-1	-13	16
O=C(COC(=O)c1ccccc1Cl)NCc1ccco1	0.3	-3	-1	8	14	6	-7	-3
CC1=C(C(=O)OCc2ccccc2)C(c2cccnc2)c2c(n(C)c(=O)n(C)c2=O)N1 (stereo unspecified)	0.3&2.6	-3&-8	-1&-3	-5&-18	-10	-15&-14	-8	-429
O=C(CCCc1ccccn1)c1ccccc1	-1.4	-8	-1	-3	nt	16	nt	2
CC(C)Cc1cc(C(=O)Nc2cc(C(F)(F)F)ccc2Cl)no1	0.8	1	2	1	0	13	-10	12
Cc1ccc(-c2ccc(/C=N/O)o2)cc1[N+](=O)[O-]	1.4	8	0	-4	2	-11	2	35
Cc1cccc(N2CCN(C(=O)c3ccc4nc(N5CCCCC5)sc4c3)CC2)c1C	5.3	-1	-1	5	-2	0	-7	10
N[C@@H](CCC(=O)N[C@@H](CSN=O)C(=O)NCC(=O)O)C(=O)O	-0.2	0	2	5	-5	-13	-6	-4
COc1ccc(CC(=O)NCC(=O)N=Nc2c(O)[nH]c3ccccc23)cc1	-2.1	5	4	-4	-2	-1	4	12
COc1ccc(NC(=O)COc2cccc3c2OC(C)(C)C3)cc1OC	2.7	-2	2	-8	-1	8	-31	7
CC1C(=O)N2CCCc3cc(NC(=O)CC(C)(C)C)cc1c32 (stereo unspecified)	-0.9	-6	2	-7	8	5	-3	18
O=C(O)c1ccc(N/N=C/c2ccc(-c3ccc(Cl)cc3Cl)o2)cc1	8.8	-3	3	5	8	-16	22	-365
NC(=O)c1ccsc1NC(=O)COC(=O)CCOc1ccccc1	0.2	-1	-3	-8	-1	8	-3	-4
COc1ccc(CN(C)C(=O)CNC(=O)c2ccc(C)cc2)cc1	-1.5	-1	-1	0	11	-17	-19	6
Cc1cccc2sc(NC(=O)C3CCN(S(=O)(=O)c4cc([N+](=O)[O-])ccc4Cl)CC3)nc12	100*	9	2	1	-1	8	-13	21
CN(C)/N=C/c1cc(Cl)cc([N+](=O)[O-])c1O	-20	-4	-4	4	-6	-3	-13	38
Cc1ccccc1CNC(=O)c1ccc(Cl)c([N+](=O)[O-])c1	3.1	1	-19	19	-1	12	-8	12
COc1ccc2c(c1)c(/C=N/Nc1nc3ccccc3[nH]1)c(C)n2C	3.5	-12	-7	-14	-9	7	-1	-182
Nc1cccnc1Sc1cc(Cl)cc(Cl)c1	2.3	-2	4	-6	13	-2	-1	13
CC(C)Oc1ccc(C2NC(=O)NC2=O)cc1 (stereo unspecified)	-0.4	-6	-2	-13	6	-4	-2	12
COc1ccc(S(=O)(=O)N2CCC(C(=O)NCCC(=O)Nc3nccs3)CC2)cc1	1.2	-4	-3	-1	-11	-5	-6	6

Next section (three carried over from the part before).
SMILES	MPTP inh	HKDC1 inh	GRIN3A LBD mod	ATG4B inh	SENP7 inh	PfG6PD inh	SENP6 inh	SENP8 inh
Nc1cccnc1Sc1cc(Cl)cc(Cl)c1	2.3	-2	4	-6	13	-2	-1	13
CC(C)Oc1ccc(C2NC(=O)NC2=O)cc1 (stereo unspecified)	-0.4	-6	-2	-13	6	-4	-2	12
COc1ccc(S(=O)(=O)N2CCC(C(=O)NCCC(=O)Nc3nccs3)CC2)cc1	1.2	-4	-3	-1	-11	-5	-6	6
CCCc1cc(CN2CCOCC2)c(O)c(CN2CCOCC2)c1O	-1.9	5	-8	7	nt	37	nt	-7
Cc1ccccc1CCNC(=O)C1CCC(=O)N(Cc2ccc(Cl)cc2)C1 (stereo unspecified)	0.0	-8	0	0	-6	7	-8	8
COc1ccc(Nc2nc(NN)nc(Nc3ccc(OC)cc3)n2)cc1	1.9	2	-4	5	0	14	-22	2
COc1ccc(-c2csc(-n3ncc(C(=O)O)c3C(F)(F)F)n2)cc1	1.1	0	3	5	-7	-22	11	-118
O=C(N/N=C\c1cccc(Br)c1)c1ccccc1-n1cccc1	-0.9	2	-2	-4	-7	78*	-8	11
CC(C)(C)NC(=O)C1CC(=O)N(CCc2ccc(F)cc2)C1 (stereo unspecified)	0.1	-10	-2	0	1	-8	-2	2
CCOC(=O)c1sc2nc(NC(=O)C(C)(C)C)sc2c1C	-0.9	12	-3	-2	5	5	2	-100
CC[C@H](C)C(C(=O)N1CCN(C(=O)OC(C)(C)C)CC1)n1cc(C(CO)NC(=O)OC(C)(C)C)nn1 (stereo partly specified)	-2.8	-8	0	-1	11	0	1	7
Cc1nn(-c2cc(C)c3ccccc3n2)c2c1C1C(C2)C1(C)C (stereo unspecified)	4.0	-1	-3	8	18	16	-18	-196
CCC(=O)NC(C)c1nc2ccccc2n1C (stereo unspecified)	-3.3	-3	-1	-1	0	0	-2	26
COc1cc(C=C2C(=O)OC(c3ccccc3)OC2=O)cc(Br)c1O (stereo unspecified)	-4.4	18	5	12	0	-5	16	-7
Cc1cc(=O)c(C(=O)Nc2cccc(N3CCCC3=O)c2)nn1-c1ccccc1F	-0.6	-2	2	-10	7	4	-15	16
FC(F)(F)c1cc(CCN2CCNC[C@@H]2Cc2ccccc2)cc(C(F)(F)F)c1	92*	-3	-4	6	-1	13	-28	11
CCOc1cc2[nH]c(=S)n(CCCN3CCN(C)CC3)c(=O)c2cc1OCC	0.4	0	0	-5	nt	17	nt	12
O=C(CN1C(=O)NC2(CCCC2)C1=O)Nc1cc(Cl)ccc1Oc1ccccc1	-1.8	0	-2	-57	-1	6	4	9
CCOC(=O)c1ccc(NS(=O)(=O)c2ccc3c(c2)n(C)c(=O)n3C)cc1	-0.8	-2	7	1	-11	-2	-1	16
N/C(=N\c1nc(CSc2ccccn2)cc(=O)[nH]1)Nc1ccc(Cl)cc1Cl	7.2	-4	1	-1	13	3	3	21
COc1ccc(N(C(=O)c2ccco2)C(C(=O)NC2CCCC2)c2cccnc2)c(OC)c1 (stereo unspecified)	-0.3	-2	-1	1	7	-17	-10	-4
CCCS(=O)(=O)c1nc(S(=O)(=O)c2ccc(C)cc2)c(N2CCN(CC)CC2)s1	0.4	-7	0	-1	7	-13	-22	7
COc1ccc(C=NNC(=O)CCCCC(=O)NN=Cc2ccc(OC)cc2)cc1	-0.8	-1	3	6	nt	13	nt	17
O=c1/c(=C/c2ccco2)sc2n1CN(c1cccc(Br)c1)CN=2	0.0	2	-8	-4	9	28	-6	-6
Clc1cccc(Cl)c1CSc1nnc([C@@H]2CCCN2)o1	1.2	-1	-1	0	2	17	4	14
CCNC(=O)CC1C(=O)N(c2ccc(F)cc2)C(=O)N1CCc1sccc1C (stereo unspecified)	1.3	-8	1	-16	7	3	-13	8
CN(CC(CC(=O)Nc1nncs1)c1ccccc1)S(=O)(=O)c1ccccc1 (stereo unspecified)	-0.2	-1	1	-6	-1	8	7	10
O=C(N/N=C/c1ccccc1)c1cc[n+]([O-])cc1	0.2	-6	-1	0	-3	2	-22	9

New compounds follow.
SMILES	MPTP inh	HKDC1 inh	GRIN3A LBD mod	ATG4B inh	SENP7 inh	PfG6PD inh	SENP6 inh	SENP8 inh
CN(C)S(=O)(=O)c1ccc(C(=O)Nc2ccc3c(c2)CCC3)cc1	0.6	-1	-1	-8	2	0	-1	10
O=C(Nc1ccc(Cl)cc1)c1cccc(N2C(=O)C3C4CCC(C4)C3C2=O)c1 (stereo unspecified)	3.8	-1	-4	-4	-1	-5	-30	20
CCOCCCNC(=O)c1c[nH]c2ccc(S(=O)(=O)Nc3cccc(OC)c3)cc2c1=O	1.0	1	-8	-9	-5	-32	-6	-29
Cc1ccc(C(=O)c2sc3nc4c(cc3c2N)CCC4)cc1	3.1	-7	-1	8	4	0	12	-82
O=C(NC(=S)Nc1ccccc1N1CCCC1)c1ccc(-c2cccc([N+](=O)[O-])c2)o1	0.3	-3	-4	-5	9	3	7	20
O=C(Nc1cc(Cl)ccc1N1CCOCC1)c1ccc2c(c1)OCCO2	3.1	0	5	-3	-9	24	-30	0
Cc1ccccc1N1CCN(C(=O)[C@@H]2CCCN2C2=NS(=O)(=O)c3ccccc32)CC1	0.7	-5	-1	-31	6	-12	-15	12
CC(C)CC(NC(N)=O)C(=O)OCC(=O)Nc1ccc(SC(F)F)cc1 (stereo unspecified)	0.9	-1	-2	-4	2	6	1	9
N#C/C(=C\c1ccc(O)c(O)c1)C(=O)NCc1ccccc1	2.6	-2	-11	2	-2	-22	19	-48
COc1ccc(N2CCN(C(=O)c3ccc(C)c(Cl)c3)CC2)cc1	-1.2	4	-1	5	0	6	9	40*
CC1=NN(c2ccccc2)C(=O)C1C(=O)c1cc([N+](=O)[O-])cc([N+](=O)[O-])c1 (stereo unspecified)	3.0	1	-2	-4	-10	0	17	51*
CSc1ccc(NC(=O)NCc2ccccc2)cc1	13	-3	1	25	-9	5	-10	10
Cn1nnnc1Sc1ncnc2scc(-c3cccc4ccccc34)c12	-2.0	9	1	-13	-3	-19	-5	-10
O=C(CCN1CCN(S(=O)(=O)c2ccc(Cl)cc2)CC1)Nc1ccccc1F	1.2	1	1	-19	-2	12	6	8
Cc1ccc(/C=C2/SC(=S)N(CCC(=O)N3CCN(C)CC3)C2=O)cc1	79*	-3	2	-7	-10	7	-14	35
COc1ccc(C2=CC(c3ccco3)n3ncnc3N2)cc1 (stereo unspecified)	-1.2	-2	1	-5	-2	12	-3	-372
O=C(NC(=O)c1ccccc1)C1=C(N2CCCC2)COC1=O	-0.1	-3	-1	-1	-6	-3	-10	8
O=C1CSc2ccc(S(=O)(=O)CCC(=O)NC3CCCCC3)cc2N1	-0.7	0	1	-3	10	5	4	6
O=C(Cn1cnc2ccccc2c1=O)c1ccc(OC(F)F)cc1	-0.1	-5	1	-5	6	0	-13	12
O=C(COC(=O)c1nc(Cl)ccc1Cl)NC1CCS(=O)(=O)C1 (stereo unspecified)	-0.5	-8	1	1	10	-5	-14	3
C=CCc1ccccc1OCC(=O)OCCNC(=O)c1cccnc1	-0.5	-1	20*	-10	-3	-2	-8	18

Record cards (already shown):
O=C(CCN1CCN(S(=O)(=O)c2ccc(Cl)cc2)CC1)Nc1ccccc1F is entered as MPTP inh = 1.2; HKDC1 inh = 1; GRIN3A LBD mod = 1; ATG4B inh = -19; SENP7 inh = -2; PfG6PD inh = 12; SENP6 inh = 6; SENP8 inh = 8
Cc1ccccc1N1CCN(C(=O)[C@@H]2CCCN2C2=NS(=O)(=O)c3ccccc32)CC1 is entered as MPTP inh = 0.7; HKDC1 inh = -5; GRIN3A LBD mod = -1; ATG4B inh = -31; SENP7 inh = 6; PfG6PD inh = -12; SENP6 inh = -15; SENP8 inh = 12
O=C(Nc1ccc(Cl)cc1)c1cccc(N2C(=O)C3C4CCC(C4)C3C2=O)c1 (stereo unspecified) is entered as MPTP inh = 3.8; HKDC1 inh = -1; GRIN3A LBD mod = -4; ATG4B inh = -4; SENP7 inh = -1; PfG6PD inh = -5; SENP6 inh = -30; SENP8 inh = 20

Compounds were not picked by outcome. Share with any hit: about 6.9%.
